CDK5 inh – blocks human CDK5/p35 kinase activity. inhibition, % at 10 µM. Q00535+Q15078. 330,000 tested, 0.01% active. Recombinant CDK5/p35, ADP-Glo luminescence, 60 min;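 active means highest replicate inhibition of at least 50% and at least 75% of replicates reaching 50%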;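 further: plate controls were DMSO neutral control for no effect and GW8510 at 10 µM for full effect; many of its hits are not listed in these tables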
Target sequence (Q00535 whole entry, looked up): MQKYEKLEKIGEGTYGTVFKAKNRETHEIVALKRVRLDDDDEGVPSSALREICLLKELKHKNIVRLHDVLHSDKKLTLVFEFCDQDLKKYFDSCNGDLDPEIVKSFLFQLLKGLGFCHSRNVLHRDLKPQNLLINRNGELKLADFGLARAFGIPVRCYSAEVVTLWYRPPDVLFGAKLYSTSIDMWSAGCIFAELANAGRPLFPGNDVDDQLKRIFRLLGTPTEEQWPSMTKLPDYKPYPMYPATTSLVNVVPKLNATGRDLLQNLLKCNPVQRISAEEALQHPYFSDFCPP
Target sequence (Q15078 whole entry, looked up): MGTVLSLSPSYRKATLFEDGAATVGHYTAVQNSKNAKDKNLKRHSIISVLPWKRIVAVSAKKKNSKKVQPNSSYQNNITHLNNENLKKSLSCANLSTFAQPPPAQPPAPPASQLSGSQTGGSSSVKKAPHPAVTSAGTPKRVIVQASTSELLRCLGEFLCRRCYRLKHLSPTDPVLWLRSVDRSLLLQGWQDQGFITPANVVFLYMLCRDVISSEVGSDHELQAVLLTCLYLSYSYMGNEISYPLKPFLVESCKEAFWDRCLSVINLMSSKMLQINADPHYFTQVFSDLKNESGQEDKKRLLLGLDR
NSD2 inh – inhibitors of human histone methyltransferase NSD2 | O96028 | NSD2 peptide methylation, AlphaScreen, 120 min | inhibition, % at 12.5 µM | 310,000 tested, 0.54% active; in the data active means inhibition above about 50%
LANA DNA inh – blocks KSHV LANA C-terminal domain binding to DNA. MBP-C-LANA/FAM-LBS DNA binding, fluorescence polarization. AID 504423. inhibition, % at 9 µM. 340,000 tested, 0.078% active;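 active means highest replicate inhibition at or above 60% at 9 µM, even if other replicates fall short; inactive means all replicates below 60% inhibition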;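 further: 0% = neutral control wells and 100% = 4 µM acridine orange control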
dFosB act – enhances mouse delta FosB homodimer DNA binding | activation, % at 25 µM | P13346 | purified delta FosB, TAMRA-CDK5 oligo fluorescence polarization; percent of positive-control signal above neutral wells | AID 493131 | 340,000 tested, 0.99% active;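 active means mean activation above about 17%, with every replicate also reaching it, limit read from the data, passing the limit was not always enough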;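 further: fluorescence polarization rise as delta FosB binds a TAMRA Cdk5 AP-1 oligo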
Target sequence (P13346 whole entry, looked up): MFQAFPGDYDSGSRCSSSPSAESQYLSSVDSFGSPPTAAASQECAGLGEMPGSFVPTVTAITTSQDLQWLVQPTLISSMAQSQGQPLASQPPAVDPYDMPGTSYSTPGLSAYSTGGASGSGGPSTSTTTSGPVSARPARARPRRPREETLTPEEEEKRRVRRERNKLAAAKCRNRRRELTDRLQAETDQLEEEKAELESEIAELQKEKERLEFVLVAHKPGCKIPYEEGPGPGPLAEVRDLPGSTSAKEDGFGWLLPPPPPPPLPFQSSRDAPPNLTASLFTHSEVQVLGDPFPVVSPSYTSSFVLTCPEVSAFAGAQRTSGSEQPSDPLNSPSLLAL
RTF Ca sens act – cardiac RTF calcium sensitization | IANBD-labeled TnC RTF fluorescence at EC20 calcium; 0% EC20 calcium, 100% full calcium | activation, % at 7.2 µM | 340,000 tested, 0.24% active | AID 493008;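 active means activation above the mean over all tested compounds plus 3 SD, cut at about 30% in these data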;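 further: rise in fluorescence read as greater calcium sensitivity of cardiac thin filaments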
Cardiac RTF inh – cardiac RTF calcium desensitization; 340,000 tested, 0.12% active; IANBD-labeled cardiac RTF, Ca2+ fluorescence; AID 493244; inhibition, % at 7.15 µM; P19429+P45379;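 active means inhibition above the mean inhibition of all tested compounds plus 3 SD, cut at about 17% in these data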;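 further: assay run at fixed EC70 calcium of 1.6 mM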
Keap1 Nrf2 FP – disrupts human Keap1 binding to Nrf2 peptide | Q14145 | Keap1 Kelch-Nrf2 peptide fluorescence polarization, 1536-well | inhibition, % at 9.4 µM | 340,000 tested, 0.15% active; in the data active means inhibition above about 12%;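 further: human Keap1 Kelch domain with fluorescein labeled Nrf2 9mer peptide probe; 0% = neutral control wells and 100% = peptide positive control; higher means more block of Keap1 binding to Nrf2 peptide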
Mot1-301 SUMO – SUMOylation pathway inhibition by Mot1-301 growth rescue; growth rescue, % at 18.8 µM; S. cerevisiae Mot1-301 growth rescue, ATP luminescence, 38.5C; percent above DMSO median, 100 means doubled; 320,000 tested, 1% active; AID 2716;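 active means every valid replicate shows activation above 250% relative to neutral control wells; inactive means the rest, any valid replicate at or below 250%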;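 further: OY570 slx delta 5 strain wells were the positive control but not used for scaling; some compounds called inactive have numbers as strong as hits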
PvdQ inh – blocks Pseudomonas aeruginosa PvdQ acylase activity | 340,000 tested, 0.063% active | AID 488965 | inhibition, % at 10 µM | purified PvdQ acylase, fluorescence plate reader; in the data active means inhibition above about 30%, passing the limit was not always enough;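 further: 0% = vehicle neutral wells and 100% = reference inhibitor wells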
PfHsp90 set2 – reduces growth (ATP signal) of yeast expressing P. falciparum Hsp90 | inhibition, % at 9.4 µM | 310,000 tested, 0.32% active | S. cerevisiae expressing PfHsp90, BacTiter-Glo ATP, 48 h; yeast lacking PDR1 and PDR3 efflux regulators;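 active means every replicate shows inhibition above about 80%, whatever the replicate mean, limit read from the data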;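 further: 0% = DMSO neutral controls and 100% = 20 µM radicicol positive controls; yeast relying on Plasmodium falciparum Hsp90 in place of its own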
Rtt109 Vps75 – C. albicans Rtt109 histone acetyltransferase inhibition; Q5AAJ8; purified Rtt109/Vps75, ThioGlo CoA-SH fluorescence, 4 h; inhibition, % at 34.9 µM; 330,000 tested, 0.16% active; AID 540336;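 active means inhibition of at least 50% in every replicate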
* = called active by the depositor; . = no result given.

SMILES	CDK5 inh	NSD2 inh	LANA DNA inh	dFosB act	RTF Ca sens act	Cardiac RTF inh	Keap1 Nrf2 FP	Mot1-301 SUMO	PvdQ inh	PfHsp90 set2	Rtt109 Vps75
O=C(COC(=O)Cn1cnc2ccccc21)Nc1ccc2c(c1)OCCO2	-0.5	.	-1.7	-3.1	-0.5	-10.3	-3.8	-12.6	-12.6	-3.2	3.4
CN(CC(=O)Nc1ccc(F)cc1)C(=O)c1ccc2ccccc2n1	1.9	-2.9	-1.8	3.4	-2.2	1.8	2.7	.	0.3	5.0	15.2
CCn1c(CNC(=O)c2ccc(OC)c(OC)c2)nnc1SCC(=O)c1ccc(OC)cc1	1.8	2.2	-0.8	-10.8	-2.5	4.5	-2.2	-12.0	-4.0	1.1	-9.8
CCCC1CCC(=NNS(=O)(=O)c2ccc(C)c([N+](=O)[O-])c2)CC1 (centres undefined)	0.3	0.6	0.4	-3.8	-1.6	-0.7	-2.2	-20.6	-10.5	-18.5	-0.8
O=C(Cn1ccc([N+](=O)[O-])n1)N1CCCc2ccccc21	1.4	.	0.6	-3.7	5.8	-3.1	-5.5	507.8	-1.0	-26.8	-0.6
CCOC(=O)Cn1c(C)cc(COC)c(C#N)c1=O	-0.4	0.7	1.9	-3.0	0.7	-1.6	-0.5	4.4	0.8	0.1	-7.7
CN1C(=O)C(CC(=O)NCC2CCCCC2)SC1=Nc1ccccc1 (centres undefined)	2.4	-1.3	-0.4	-8.6	0.8	-3.6	-2.5	-21.1	6.6	-12.0	6.5
Cc1sc(-n2c(C)ccc2C)c(C#N)c1C	-0.1	4.2	-1.1	-6.1	-1.1	-2.9	-4.1	-9.7	0.6	1.1	10.6
COC(=O)c1cc(OC)c(OC)cc1NC(=O)CCNC(=O)c1ccco1	1.4	-4.2	-0.7	-4.1	0.0	4.2	4.1	-8.8	-7.1	-69.7	0.0
CN(C)/C=N/c1ncc(-c2ncc(C(F)(F)F)cc2Cl)cn1	1.3	-1.6	-0.4	-3.2	2.5	-8.4	1.3	0.3	-20.2	-15.5	-1.2
Cc1ccccc1NC(=O)CSc1nnc(Cc2ccccc2)o1	2.0	2.1	1.3	5.3	1.0	-1.9	-3.4	-9.5	20.5	17.5	15.0
C/C(CCc1oc2ccc(Cl)cc2c1-c1ccc(C)o1)=N\O	-1.3	6.3	-0.2	-16.6	-6.8	11.9	-3.6	22.4	-3.1	-20.8	11.1
COCCCNC(=O)c1ccc(Cn2c(=O)c3ccccc3n(Cc3ccccc3C)c2=O)cc1	.	6.0	0.3	-1.4	2.1	-3.1	-1.8	-1.6	-10.3	4.6	-2.6
COc1ccc(-c2oc3ncnc(N)c3c2-c2ccccc2)cc1	-0.9	-1.8	1.0	-3.2	1.3	-5.4	5.5	10.1	-13.0	.	-5.2
O=C(CCCN1C(=O)c2ccccc2C1=O)Nc1ccccc1	0.0	-2.8	0.4	5.8	8.4	4.5	4.4	-16.6	-3.2	7.9	-0.1
COCc1ccc(CN2CCC(n3nccc3NC(=O)CCOc3ccccc3)CC2)o1	-0.7	0.4	0.4	0.3	-4.8	-0.9	2.1	-7.3	-14.1	-5.1	-1.1
Cc1ccc(S(=O)(=O)Nc2ccc(N=Nc3ccc(O)cc3)cc2)cc1	1.0	6.4	5.7	-8.4	-5.4	5.3	4.2	-4.5	7.6	-27.7	16.9
O=C(C1=COCCO1)N(Cc1nnc(-c2ccccc2Cl)o1)C1CC1	-0.2	0.3	1.9	-1.2	-0.4	-3.5	-1.5	-7.4	-10.8	.	-15.4
CC12CC(O)C3c4ccc(O)cc4CCC3C1CC/C2=N\O (centres undefined)	0.1	15.1	0.1	-1.7	-5.2	1.6	0.9	-15.6	-4.9	-2.9	3.4
C=CCSc1nnc2c(n1)OC(c1cccnc1)N(C(C)=O)c1ccccc1-2 (centres undefined)	1.8	1.8	-1.5	-5.0	-6.6	5.3	-1.4	6.9	11.2	-1.8	-4.3

Sorted by the number under dFosB act (rising): 4 of the compounds above.
compound | CDK5 inh | NSD2 inh | LANA DNA inh | dFosB act | Keap1 Nrf2 FP | Mot1-301 SUMO | PvdQ inh | PfHsp90 set2 | Rtt109 Vps75
CN1C(=O)C(CC(=O)NCC2CCCCC2)SC1=Nc1ccccc1 (centres undefined) | 2.4 | -1.3 | -0.4 | -8.6 | -2.5 | -21.1 | 6.6 | -12.0 | 6.5
Cc1sc(-n2c(C)ccc2C)c(C#N)c1C | -0.1 | 4.2 | -1.1 | -6.1 | -4.1 | -9.7 | 0.6 | 1.1 | 10.6
CC12CC(O)C3c4ccc(O)cc4CCC3C1CC/C2=N\O (centres undefined) | 0.1 | 15.1 | 0.1 | -1.7 | 0.9 | -15.6 | -4.9 | -2.9 | 3.4
Cc1ccccc1NC(=O)CSc1nnc(Cc2ccccc2)o1 | 2.0 | 2.1 | 1.3 | 5.3 | -3.4 | -9.5 | 20.5 | 17.5 | 15.0

The list goes on:
SMILES	CDK5 inh	NSD2 inh	LANA DNA inh	dFosB act	RTF Ca sens act	Cardiac RTF inh	Keap1 Nrf2 FP	Mot1-301 SUMO	PvdQ inh	PfHsp90 set2	Rtt109 Vps75
CC(=O)N1CCN(Cc2nc3cc(NC(=O)Nc4ccccc4)ccc3n2C)CC1	-2.8	-0.4	0.0	-0.5	2.7	3.6	-3.8	-5.4	-8.3	.	-0.9
O=C(NCC1CCCCC1)NCC1CCCCC1	-1.8	.	-0.8	-3.9	13.2	-0.5	0.0	.	-15.2	10.7	-34.4
O=C(CSc1ncn[nH]1)NCc1ccccc1	0.1	0.3	-0.2	-1.3	3.0	-2.9	-1.7	-14.7	-12.6	8.9	6.1
O=C(O)c1ccccc1-c1csc(-c2ccccc2)n1	-0.3	-1.3	-1.2	1.0	2.0	-7.4	-7.2	18.7	-16.0	17.7	-3.8
CCC(C(=O)NCc1cccnc1)n1nc(C)c2sc3ccccc3c2c1=O (centres undefined)	1.3	-1.0	0.9	-10.4	6.4	-4.0	-5.2	4.1	-10.8	21.9	2.0
COc1ccc(-c2ccc(CCC(=O)O)n2-c2ccccc2OC)cc1	-0.7	6.0	-1.2	5.7	-5.0	-6.4	1.2	-15.4	-13.2	-5.7	1.4
CCOC(=O)CSC1=Nc2ccccc2C2=NC(CC(=O)NCc3ccc(OC)cc3)C(=O)N12 (centres undefined)	-0.1	15.8	0.6	-7.3	-4.5	-20.6	-0.6	105.0	5.5	-16.5	9.5
CCOC(=O)C(NC(=O)OC(C)C)(Nc1nccs1)C(F)(F)F (centres undefined)	0.0	-5.3	-0.2	-1.8	-6.0	1.4	-0.1	-14.8	-1.3	.	-16.7
CC(C)(C)SCCNC(=O)CN1C(=O)c2cccc3cccc1c23	-0.3	0.2	-1.9	0.6	-3.5	-6.8	-5.2	-3.0	-7.3	-4.4	5.4
O=C(C1CCCN(S(=O)(=O)c2cc(Cl)ccc2Cl)C1)N1CCCC1 (centres undefined)	0.4	6.9	0.3	-7.6	-4.1	4.1	-1.4	-8.0	-3.5	-25.8	-18.4
Cc1cccc(C(=O)NCCc2ccc(S(N)(=O)=O)cc2)c1[N+](=O)[O-]	0.5	-0.4	0.6	4.8	0.5	-1.8	1.1	.	9.0	-21.3	5.1
Cc1cccc(NC(=O)c2sc(-c3ccccc3)nc2-c2ccc([N+](=O)[O-])cc2)c1	-1.0	-1.8	-0.5	-2.1	-2.6	-3.4	-1.2	14.7	-1.6	-12.2	-7.9
CC(SC1=NCCS1)C(=O)Nc1nnc(-c2ccc(Cl)cc2)s1 (centres undefined)	-2.4	.	0.3	-4.3	1.2	-6.3	1.1	9.5	-16.4	-25.4	4.3
O=C(c1ccccc1)N1CCN(CCc2ccccn2)CC1	0.9	-6.2	-0.3	5.8	-5.2	-9.6	-0.9	4.7	-5.0	-11.7	-1.7
O=C(c1ccc(Cl)cc1)c1cnc2ccccn12	-0.4	-1.1	0.9	3.8	2.7	17.9*	-0.8	27.6	-0.9	27.8	-4.4
CCc1nnc(NC(=O)CSc2nnc(CNC(=O)c3ccc(OC)c(OC)c3)o2)s1	3.3	-1.0	-0.8	-6.1	7.9	2.2	-4.4	6.5	20.7	9.6	13.6
CCNC(=O)CN(C1CCCCC1)S(C)(=O)=O	-0.6	.	-0.4	0.9	-2.3	-6.8	3.3	-13.0	3.1	13.4	27.2
O=C(C1CC1)N1CCN=C1SCc1ccc(Cl)cc1	-0.8	-1.4	-0.9	-5.3	6.4	-0.2	-5.9	8.0	-14.8	5.9	4.1
Cc1ccccc1NC(=O)N(C(C)C)C(C)C	0.6	-2.4	-0.4	4.7	-3.0	-7.8	-5.5	19.6	-17.4	6.5	5.4
CCOC(=O)C1=C(C)N(Cc2ccccc2)C(=O)NC1c1ccccc1OS(=O)(=O)c1ccccc1[N+](=O)[O-] (centres undefined)	-3.5	.	1.5	-2.6	0.1	-5.8	0.1	-12.9	-10.1	16.5	-3.4
Cc1ccc(S(=O)(=O)N2CCC(C(=O)NCC3CCCO3)CC2)cc1 (centres undefined)	-2.2	-0.4	-1.4	-2.0	-7.0	-0.1	-0.6	66.3	0.3	.	-11.5
O=C(COC(=O)CNC(=O)c1ccccc1F)Nc1ccc(Cl)cn1	0.5	-3.2	-1.1	8.5	1.4	-2.8	1.6	8.7	-11.3	-28.0	-6.1
S=C(Nc1cc(Cl)cc(Cl)c1)N1CCN(c2ccccn2)CC1	-4.2	-0.8	1.5	6.8	-1.8	2.9	-4.2	65.7	-14.4	-7.8	-11.9
Cc1ccc(C)c(CSc2ncccc2C(=O)O)c1	.	-0.6	0.9	6.1	-6.9	-2.3	-2.5	123.9	9.7	10.1	-5.5
Cc1ccc(C(C(=O)NC2CCCCC2)N2CCC3(CC2)OCCO3)cc1 (centres undefined)	1.0	1.3	-0.1	-3.9	-0.2	-6.2	-3.9	-0.9	-13.5	36.5	3.8
CC(C)c1ccc(NC(=O)c2cc(S(=O)(=O)N3CCCCC3)c[nH]2)cc1	-0.5	.	0.1	1.6	-0.7	-1.0	-1.4	-2.6	-2.1	-26.0	-1.4
Cc1nn(C(C)C(=O)NCCC2=CCCCC2)c(=O)c2nn(-c3ccccc3)c(C)c12 (centres undefined)	1.2	1.3	0.9	-3.7	-5.2	-2.9	1.3	-5.7	-10.2	8.6	-6.7
Cc1ccccc1OCC(=O)Nc1nnc(-c2ccco2)s1	0.2	5.2	-2.4	8.6	0.2	-0.1	3.2	-12.4	-12.0	-4.6	-4.6
O=C(O)c1ccc2oc(=O)c(S(=O)(=O)c3ccc(F)cc3)cc2c1	3.5	2.4	0.4	2.9	-1.7	-1.4	-1.7	39.5	-19.2	2.2	2.4
O=C1CC2(CCCCC2)CC(=O)N1CCc1ccccc1	0.1	74.5*	-0.4	0.8	1.0	-0.7	-1.6	.	-16.5	12.9	-7.8
NC(=O)COc1ccc(/C=N/NS(=O)(=O)c2ccccc2)cc1	-2.8	1.4	-0.8	5.5	-2.4	-5.5	2.6	3.9	-14.6	-4.3	0.4
CC(=O)c1cc(CN2CCN(Cc3ccc(C)cc3)C(CCO)C2)cs1 (centres undefined)	-2.0	1.9	-0.1	-2.7	-0.4	1.6	-0.5	-7.3	-14.1	-5.4	-3.8

Assay outcomes: PubChem BioAssay, several laboratories
